# Compound activity from PubChem.
# Measles CPE: protection of cells from measles virus; Measles virus-infected cells, CPE protection, absorbance; protection (pct of control), % at 4 µM; actives 1.5% (n = 140,000); AID 841; in the data active means protection mostly above about 24%, no sharp cut-off; inactive means mostly below about 26%; further: some compounds called inactive have numbers as strong as hits
# PTEN del growth: growth suppressors of cells with PTEN tumor suppressor deletion | HCT116 PTEN-null viability, CellTiter-Glo, 60 h; active compounds read low | viability, % at 10 µM | actives 1.2% (n = 140,000) | AID 827;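 active means viability at or below a set limit, 4 SD under the median of all tested compounds, cut at about 3.7% in these data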;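 further: PTEN knockout HCT116 line with beta catenin targeted HCT116 as companion control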
# NPY Y2 blocker: blocks the human neuropeptide Y Y2 receptor; P49146; NPY-Y2 expressing cells, antagonist mode; inhibition, % at 2.7 µM; actives 0.99% (n = 140,000); in the data active means inhibition above about 17%;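 further: 0% = vehicle with agonist challenge and 100% = reference antagonist with challenge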
# Target sequence (P49146 whole entry, looked up): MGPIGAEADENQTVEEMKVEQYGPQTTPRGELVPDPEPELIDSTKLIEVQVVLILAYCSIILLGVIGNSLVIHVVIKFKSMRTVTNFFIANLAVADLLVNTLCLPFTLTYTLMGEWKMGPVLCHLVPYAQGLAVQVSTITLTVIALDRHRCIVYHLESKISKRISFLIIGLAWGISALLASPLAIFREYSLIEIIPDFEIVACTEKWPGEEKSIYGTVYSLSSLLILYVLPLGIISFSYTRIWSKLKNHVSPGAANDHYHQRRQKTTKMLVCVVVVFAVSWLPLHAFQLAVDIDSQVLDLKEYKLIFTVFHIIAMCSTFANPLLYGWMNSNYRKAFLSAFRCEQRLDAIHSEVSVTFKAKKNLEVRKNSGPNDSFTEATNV
# bCat KO growth: beta-catenin-lacking colon tumor cell growth suppression. HCT116 beta-catenin knockout viability, CellTiter-Glo, 60 h; active compounds read low. viability, % at 10 µM. actives 1.5% (n = 140,000). AID 818;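 active means viability at or under a set limit, the compound median less 4 SD, cut at about 6% in these data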;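 further: 0% = Hyamine 1622 control at 20 µM and 100% = untreated cell control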
# Phagocyt inh: macrophage phagocytosis inhibition; J774A.1 macrophage IgG-bead phagocytosis, imaging; inhibition, % at 5 µM; actives 0.07% (n = 110,000); AID 1029;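 active means inhibition above the mean of the plate negative controls plus 5 SD, cut at about 13% in these data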;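 further: phagocytic index as fraction of beads internalized from green versus red external bead signal; plate controls were DMSO negative control for no effect and cytochalasin-D positive control for full effect; some results beyond the cut were filed as inactive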
# MRP-1 activ: activates MRP-1; viability increase, % at 10 µM; actives 0.61% (n = 140,000); H69AR cells + doxorubicin, viability rescue, CellTiter-Glo; AID 799;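 active means viability gain under doxorubicin at or above a set limit, the compound median plus 3 SD, cut at about 4.7% in these data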;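 further: MRP-1 overexpressing cells given doxorubicin 25 µM after compound pretreatment; 18-22 h compound pretreatment then 72 h with doxorubicin before readout; 0% = doxorubicin-only wells and 100% = vehicle-treated cells without doxorubicin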
# GALR2 blocker: blocks the human galanin receptor 2; GALR2-expressing cells, antagonist mode; inhibition, % at 4 µM; actives 0.39% (n = 140,000); in the data active means inhibition above about 27%;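 further: cells stimulated with galanin 1-16 at roughly its EC80; 0% = agonist challenge control and 100% = basal control without agonist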
# Target sequence (O43603 whole entry, looked up): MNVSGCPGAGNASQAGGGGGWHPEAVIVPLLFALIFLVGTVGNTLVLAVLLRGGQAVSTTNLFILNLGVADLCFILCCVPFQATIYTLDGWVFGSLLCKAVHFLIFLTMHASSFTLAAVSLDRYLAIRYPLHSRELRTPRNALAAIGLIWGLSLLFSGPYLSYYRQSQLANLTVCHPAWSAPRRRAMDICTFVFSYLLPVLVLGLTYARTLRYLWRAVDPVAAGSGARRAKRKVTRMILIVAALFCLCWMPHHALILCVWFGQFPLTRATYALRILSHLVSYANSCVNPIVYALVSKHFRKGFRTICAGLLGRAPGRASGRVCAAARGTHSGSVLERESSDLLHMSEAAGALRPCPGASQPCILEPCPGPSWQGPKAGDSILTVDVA
# Yeast lifespan up: extends the lifespan of yeast | S. cerevisiae growth with nicotinamide, OD615; deaD strain in restrictive glucose medium | actives 0.68% (n = 130,000) | inhibition of the nicotinamide effect, % at 10 µM | AID 775;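 active means inhibition above a set limit, placed 3 SD over the median of all compounds, cut at about 26% in these data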;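 further: 0% = nicotinamide-treated wells and 100% = cells grown without nicotinamide; some compounds called inactive have numbers as strong as hits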
#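 System: Modified budding yeast, DeaD strain | Buffer or medium: Restrictive glucose medium | Also added: 1.5 mM nicotinamide | Doses: 10 µM single point, 0.25% DMSO | Schedule: 48 h compound exposure at 30 °C, humidified | Detection: Absorbance at 615 nm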
# BB579 growth dn: yeast BB579 growth reduction in restrictive medium; actives 0.51% (n = 140,000); AID 804; inhibition, % at 10 µM; S. cerevisiae BB579 growth, OD615, 48 h;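 active means inhibition above a set limit, 3 SD over the mean compound inhibition, cut at about 44% in these data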; further: inactives centre near -24
#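 Material: Saccharomyces cerevisiae DeaD strain BB579, replicative lifespan model yeast; buffer or medium: CSMM-D restrictive synthetic medium containing dextrose (glucose); compound: 10 µM single dose, DMSO 0.25%; timing: 48 h compound exposure at 30 °C after 4 h preincubation; signal: turbidity as optical density at 615 nm; benchmarks: positive control amphotericin B 10 µg/mL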
# E-sel TNF inh: TNF alpha driven E-selectin expression inhibition; HUVEC TNFa-induced E-selectin immunofluorescence, high content; inhibition, % at 2 µM; actives 0.71% (n = 120,000); AID 1246;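 active means inhibition above the batch mean plus 3 SD, and confirmed as a hit on visual image review, cut at about 43% in these data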;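 further: 0% = TNF-stimulated DMSO wells and 100% = unstimulated control wells; not every result past the cut was called active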
# * = called active by the depositor; . = no result given.
SMILES,Measles CPE,PTEN del growth,NPY Y2 blocker,bCat KO growth,Phagocyt inh,MRP-1 activ,GALR2 blocker,Yeast lifespan up,BB579 growth dn,E-sel TNF inh
O=S(=O)(NCC1CCCO1)c1ccc2oc3ccc(S(=O)(=O)NCC4CCCO4)cc3c2c1 (centres undefined),6,83,4,89,3,-3.4,-1,-2,-31,10
COc1ccc(C(C)(C)C)cc1NC(=O)C1C2C=CC(C2)C1C(=O)O (centres undefined),34*,93,0,92,-1,-2.2,3,-7,-22,22
COc1cc(C(=O)Nc2ccc(Oc3ncnc4sc(-c5ccccc5)cc34)cc2)cc(OC)c1OC,2,64,1,64,2,0.9,3,2,-47,.
COCCCNC(=O)C1CCC(=O)N1Cc1ccccc1Cl (centres undefined),3,101,1,91,0,-1.0,4,-15,-16,16
CCCN(CCC)C(=O)CC(c1ccccc1)c1cc(Br)ccc1O (centres undefined),15,72,4,84,0,-3.6,-1,1,-34,10
CN(C(=O)c1ccc(Cl)cc1)C1=CCCCC1CCC#N (centres undefined),20,99,-2,96,0,-2.1,9,-6,-15,1
CCOc1cccc(C(=O)NC(=S)Nc2ccccc2)c1,10,94,7,95,0,-0.8,-1,-9,26,.
CCOC(=O)Cc1c(C)c2c(C)[nH]nc2oc1=O,1,93,1,94,-2,-2.0,-7,-8,-19,-10
CCC(C)(C)NC(=O)CN(C(=O)c1snc(C(N)=O)c1N)c1ccc2c(c1)OCCO2,11,92,-1,97,0,-3.1,2,-1,-17,-28
O=C(CSc1nnc(Cc2ccccc2)n1-c1cccc(Cl)c1)NNC(=O)Cc1ccccc1,8,104,3,102,-8,0.5,-2,-2,8,.
CC1(C)Cc2c(C#N)c(N)n(-c3ccccc3)c(=O)c2CO1,3,101,2,91,0,-2.9,5,-2,-37,.
O=C(NCc1cccnc1)c1ccccn1,13,111,1,106,0,-0.4,2,-13,-32,-49
Cc1ccc2nc(C3CCCN(C(=S)Nc4cccc(C)c4C)C3)[nH]c2c1 (centres undefined),3,49,-1,45,.,-4.2,6,-23,-35,.
N#CCSc1nnc(COc2cccc3ccccc23)n1-c1ccccc1,0,36,15,41,-1,-4.9,-7,-6,-7,.
Cn1c(-c2ccc(N)cc2)nc2ccccc21,22*,81,1,90,1,-0.4,-6,-12,-57,-28
CC(C)NC(=O)NC(=O)CSc1nnc(COc2ccccc2Cl)o1,12,99,6,99,0,-0.3,-6,8,-64,0
CCc1cccc(C)c1NC(=O)c1ccc(CN2CCc3ccccc3C2)cc1,6,73,6,76,-2,-0.1,10,2,-12,.
CC(C)C(=O)Nc1nc2cc3c(cc2s1)OCO3,21,64,2,78,0,-0.7,11,-10,-2,6
O=C(C1CCCN(S(=O)(=O)c2ccc(Cl)cc2)C1)N(Cc1cccs1)C1CC1 (centres undefined),10,74,6,72,-1,0.2,14,-17,10,-40
CC(C)(C)NC(=O)CSC(=Nc1ccccc1F)NC#N,4,92,5,89,.,-6.3,-4,.,-19,-8
COc1ccccc1N1CCN(C(=O)Nc2cccc(Cl)c2)CC1,5,.,1,89,0,1.2,-13,-7,-42,5
CCn1c(CSc2nnc(-c3ccc4c(c3)OCO4)o2)nc2cc(S(=O)(=O)N(C)C)ccc21,12,38,6,38,0,-3.3,3,-22,-36,-36
CCCNc1nc2c(c(=O)[nH]c(=O)n2C)n1Cc1cccc(Br)c1,13,89,1,89,0,-0.9,9,-7,-44,.
NC(=O)Nc1ccc2c(c1)OCCO2,18,102,2,90,-1,-2.1,-8,-5,-35,.
Cc1cccc(NC(=O)c2cccc(NS(=O)(=O)c3ccc(Cl)cc3)c2)c1,26,96,11,99,2,-0.2,-4,-12,-45,-23
Cc1ccc(-n2cc(C(=O)c3ccc4ccccc4c3O)cn2)cc1,12,82,16,86,.,-2.4,8,9,-57,22
O=C1c2ccccc2-c2c1cccc2C(=O)N1CCOCC1,12,102,6,97,.,-3.3,-9,.,-17,15
COC(=O)c1ccccc1NC(=O)CN(CCc1ccccc1)S(C)(=O)=O,7,87,3,96,-1,-3.5,-8,-2,4,5
c1ccc(-c2nnc(N3CCN(c4ccccn4)CC3)c3ccccc23)cc1,6,45,8,50,-6,-1.6,-11,-9,-28,-24
COC(=O)c1ccccc1NC(=O)c1noc2c1CCC2,23,95,.,94,-1,-1.2,.,-14,-28,.

# Not a retest: entries from further up.
SMILES,Measles CPE,PTEN del growth,NPY Y2 blocker,bCat KO growth,Phagocyt inh,MRP-1 activ,GALR2 blocker,Yeast lifespan up,BB579 growth dn,E-sel TNF inh
Cc1cccc(NC(=O)c2cccc(NS(=O)(=O)c3ccc(Cl)cc3)c2)c1,26,96,11,99,2,-0.2,-4,-12,-45,-23
Cc1ccc(-n2cc(C(=O)c3ccc4ccccc4c3O)cn2)cc1,12,82,16,86,.,-2.4,8,9,-57,22
O=C1c2ccccc2-c2c1cccc2C(=O)N1CCOCC1,12,102,6,97,.,-3.3,-9,.,-17,15
COC(=O)c1ccccc1NC(=O)CN(CCc1ccccc1)S(C)(=O)=O,7,87,3,96,-1,-3.5,-8,-2,4,5
c1ccc(-c2nnc(N3CCN(c4ccccn4)CC3)c3ccccc23)cc1,6,45,8,50,-6,-1.6,-11,-9,-28,-24
COC(=O)c1ccccc1NC(=O)c1noc2c1CCC2,23,95,.,94,-1,-1.2,.,-14,-28,.

# Later entries
SMILES,Measles CPE,PTEN del growth,NPY Y2 blocker,bCat KO growth,Phagocyt inh,MRP-1 activ,GALR2 blocker,Yeast lifespan up,BB579 growth dn,E-sel TNF inh
COCc1nc2sc(C)c(C)c2c(=O)[nH]1,25,93,3,97,.,-0.8,9,.,12,-6
O=C(Cc1ccc(Cl)cc1)NCCCn1ccnc1,15,101,2,102,0,0.5,5,-4,5,-20
O=C(NCc1ccccc1)C(=O)NCC1OCCN1S(=O)(=O)c1cccs1 (centres undefined),36*,90,0,94,.,-0.4,-1,2,-33,-15
Cc1nn(C(C)c2nc(-c3ccccc3)no2)c(C)c1[N+](=O)[O-] (centres undefined),10,85,0,89,-2,-2.2,-3,3,12,-6
O=C(CCNS(=O)(=O)c1cccc2nonc12)NCCc1ccc(Cl)cc1,4,97,2,109,0,2.7,11,3,-32,-17
O=C(Nc1cc(Sc2ccccn2)cc([N+](=O)[O-])c1)c1cccc(Cl)c1,5,4,1,11,.,-1.6,-2,-1,-32,.
N#CC1=C(N)Oc2cc(O)c(C=Nc3ccccc3)cc2C1c1ccccc1 (centres undefined),33,35,1,31,-6,-1.8,-4,2,-28,26
CCCCNC(=O)c1onc(CSc2ccccc2CC)c1C(=O)O,18,97,14,103,.,-1.2,-6,-8,-36,-10
CN(C)S(=O)(=O)c1ccc(C(=O)Nc2ccccc2C(=O)O)cc1,30,104,2,96,.,-1.8,3,-5,-26,1
Cc1nc(Nc2ccc(S(N)(=O)=O)cc2)oc1C,10,97,-3,97,-1,-1.1,-16,-5,-30,.
Cc1ccc2cc3cc(C(=O)NCCC(C)C)oc3nc2c1,13,101,0,91,-5,-0.1,3,-12,-66,.
NC(=O)c1c(NC(=O)C2CCCO2)sc2c1CCCCC2 (centres undefined),17,98,2,87,-3,-1.9,4,-3,22,.
Cn1c(SCc2nnc(-c3ccc(F)cc3)o2)nnc1C1COc2ccccc2O1 (centres undefined),17,95,9,92,.,-0.8,2,-18,2,2
CN1C2=NCCN2C(=O)c2ccccc21,19,95,3,100,0,-0.5,-5,-5,-8,1
COc1cc(-c2nnc(SCc3cc(=O)oc4cc(C)ccc34)o2)cc(OC)c1OC,15,81,3,86,1,-1.0,1,-11,-39,5
COc1ccc(-c2nc(N3CCOCC3)nc3n[nH]c(N)c23)cc1,28*,70,1,65,6,-2.3,8,-10,-48,.
COc1ccc(-n2nc(C(=O)Nc3ccc(OC)c(OC)c3)c3c4ccccc4n(C)c3c2=O)cc1,2,3.5*,6,3.7*,-1,-2.4,0,-2,-82,4
CCCCc1c(O)nc(SCC(=O)NCCc2ccc(OC)c(OC)c2)[nH]c1=O,1,91,3,93,-1,0.8,3,-8,15,35
CC(C(=O)Nc1ccc(S(=O)(=O)N2CCCC2)cc1)N1CCN(C(=O)c2ccco2)CC1 (centres undefined),10,88,5,92,0,-2.1,3,-2,-14,-10
CCOc1ccccc1C1N(c2ccc(OC)cc2)C(=O)C2CCCN21 (centres undefined),7,106,0,96,0,-0.4,0,1,6,.
CC(C)OP(=O)(c1ccc(N(C)C)cc1)C(Nc1ccccc1)c1cccnc1 (centres undefined),24,83,2,84,-10,-3.5,-1,2,-12,.
Cc1ccc(-c2nc(N3CCOCC3)sc2C(=O)N2CCOCC2)cc1,12,106,1,93,1,-1.2,18,2,-24,.
COc1cccc(Nc2nc(-c3sc(NC(=O)c4ccccc4)nc3C)cs2)c1,2,46,2,45,-2,-2.4,-5,-10,-25,-26
COc1ccc(C(=O)NC(=S)Nc2ccc3c(c2)Cc2ccccc2-3)cc1,21,88,1,81,-1,-1.0,-5,-20,-1,3
COc1cc(=O)[nH]c(SCc2c(F)c(F)c(F)c(F)c2F)n1,10,99,8,100,.,-1.9,0,-12,-49,-14
O=C(Nc1ccc(Cl)c(Cl)c1)N1CCSC1c1ccco1 (centres undefined),.,54,-1,51,-2,-1.8,4,-16,4,-17
Cc1nc2cc(NCc3nc4ccccc4n3Cc3ccccc3)ccc2n1C,6,73,3,73,-1,-3.7,-1,32,-22,-6
O=C(NCc1ccc(F)cc1)C1CCCN1C(=O)NCc1ccccc1 (centres undefined),17,93,3,91,-1,-0.5,-13,-5,-34,8

# Three entries out of the list above, arranged by their value in BB579 growth dn, falling:
Molecule	Measles CPE	NPY Y2 blocker	Phagocyt inh	GALR2 blocker	Yeast lifespan up	BB579 growth dn	E-sel TNF inh
CCOc1ccccc1C1N(c2ccc(OC)cc2)C(=O)C2CCCN21 (centres undefined)	7	0	0	0	1	6	.
Cc1nc2cc(NCc3nc4ccccc4n3Cc3ccccc3)ccc2n1C	6	3	-1	-1	32	-22	-6
COc1ccc(-n2nc(C(=O)Nc3ccc(OC)c(OC)c3)c3c4ccccc4n(C)c3c2=O)cc1	2	6	-1	0	-2	-82	4
